Compound activity: PubChem BioAssay, National Center for Advancing Translational Sciences (NCATS)
KDM5B inh: inhibitors of human KDM5B histone demethylase; AID 1347165; Q9UGL1; KDM5B demethylase, FDH-coupled NADH fluorescence (FDH is formaldehyde dehydrogenase); Potency, µM (series often up to 57.7 µM), for the others: at the top dose activity change, negative = inhibition, most hits filed as inhibitors; 2.6% of 220,000 active; active means well fitted inhibition curve with a large enough effect; inconclusive means small, poorly fitted or top-dose-only effect; inactive means no such curve, though single readings can be large or run the other way; further: 0% is about no effect; nearly all actives have a fitted effect of over 70% in size
Target sequence (Q9UGL1 whole entry, looked up): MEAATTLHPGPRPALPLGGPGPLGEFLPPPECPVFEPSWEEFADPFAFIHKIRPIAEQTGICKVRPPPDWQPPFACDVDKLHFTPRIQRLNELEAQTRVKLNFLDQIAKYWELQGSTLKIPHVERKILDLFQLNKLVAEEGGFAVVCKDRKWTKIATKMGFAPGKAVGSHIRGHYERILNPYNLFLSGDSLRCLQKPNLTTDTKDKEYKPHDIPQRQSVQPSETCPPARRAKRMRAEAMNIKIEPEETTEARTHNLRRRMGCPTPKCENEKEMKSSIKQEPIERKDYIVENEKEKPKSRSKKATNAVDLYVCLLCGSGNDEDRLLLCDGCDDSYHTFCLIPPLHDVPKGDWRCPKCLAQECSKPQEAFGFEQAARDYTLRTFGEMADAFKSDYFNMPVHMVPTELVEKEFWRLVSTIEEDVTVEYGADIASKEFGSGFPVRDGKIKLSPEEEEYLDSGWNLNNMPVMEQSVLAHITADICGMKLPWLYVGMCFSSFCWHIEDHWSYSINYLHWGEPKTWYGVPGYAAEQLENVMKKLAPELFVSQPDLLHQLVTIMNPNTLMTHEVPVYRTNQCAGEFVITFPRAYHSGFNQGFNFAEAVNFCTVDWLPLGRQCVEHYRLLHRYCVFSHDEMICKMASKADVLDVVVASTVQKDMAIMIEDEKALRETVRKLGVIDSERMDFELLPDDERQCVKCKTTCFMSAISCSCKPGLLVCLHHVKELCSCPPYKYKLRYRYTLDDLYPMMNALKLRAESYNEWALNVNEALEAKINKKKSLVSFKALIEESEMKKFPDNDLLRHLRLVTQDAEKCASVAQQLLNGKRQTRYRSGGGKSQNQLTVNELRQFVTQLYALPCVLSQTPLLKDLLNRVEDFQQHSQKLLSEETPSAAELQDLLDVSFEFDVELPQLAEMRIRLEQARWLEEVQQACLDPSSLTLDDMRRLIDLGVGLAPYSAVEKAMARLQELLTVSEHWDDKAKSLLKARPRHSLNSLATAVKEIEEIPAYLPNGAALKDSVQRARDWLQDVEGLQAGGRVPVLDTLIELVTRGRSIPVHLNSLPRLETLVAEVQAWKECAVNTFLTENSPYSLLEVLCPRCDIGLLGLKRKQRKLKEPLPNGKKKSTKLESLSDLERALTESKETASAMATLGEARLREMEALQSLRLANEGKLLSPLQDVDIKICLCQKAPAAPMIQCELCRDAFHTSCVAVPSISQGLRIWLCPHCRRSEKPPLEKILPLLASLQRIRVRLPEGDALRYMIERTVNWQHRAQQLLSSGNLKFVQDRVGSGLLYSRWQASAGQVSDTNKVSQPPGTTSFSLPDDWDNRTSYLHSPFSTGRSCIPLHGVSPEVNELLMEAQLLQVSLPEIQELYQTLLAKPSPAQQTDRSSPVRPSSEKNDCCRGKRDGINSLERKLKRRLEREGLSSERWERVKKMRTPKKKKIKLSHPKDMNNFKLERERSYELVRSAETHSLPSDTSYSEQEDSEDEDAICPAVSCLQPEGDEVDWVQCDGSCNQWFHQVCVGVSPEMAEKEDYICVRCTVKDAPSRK
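KDM5BΔAP (200 nM final) in 50 mM HEPES pH 7.5, 0.01% Tween-20 was preincubated 10 min at RT with compound over a concentration range. Substrate mix (H3K4me3 12.5 µM, α-KG 25 µM, Fe²⁺, ascorbate, NAD⁺, FDH) was added, and NADH fluorescence change over 30 min gave dose-response curves.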
* marks the source's active call; other numbers are inactive results; i = inactive; ? = inconclusive; [ ] = dose if it differs, or a comment. Potency means the concentration at half of the fitted maximal effect. These rows are one share of the data; the hit share may differ from the screen's.

SMILES | KDM5B inh
COc1ccc2c(c1OC)C(=O)OC2Nc1nc(-c2ccc(C)cc2)cs1 (stereo unspecified) | -8%
COc1cc(Nc2nc3ccccc3nc2C(=O)OCC(C)C)cc(OC)c1 | 1%
CSc1ccc(C)c(C(=O)NC2CCCCCCC2)c1 | -1%
O=C1Nc2ccccc2CCC1n1nc(-c2ccccc2Cl)ccc1=O (stereo unspecified) | -16%
O=S(=O)(NCCO)c1ccc(Cl)c2ccccc12 | -14%
COC(=O)c1c(NC(C)=O)c2cc(NC(C)CC(C)(C)O)cnc2n1CCC(C)C (stereo unspecified) | 20µM*
Oc1ccc(C(c2c[nH]c3ccccc23)c2c[nH]c3ccccc23)cc1 | ?
Oc1ccccc1/C=N/N1CCN(c2ccccn2)CC1 | 13%
CCc1nn2c(=O)cc(COC(=O)C(c3ccccc3)c3ccccc3)nc2s1 | -11%
COC[C@@H]1CN(Cc2c(F)cccc2F)C[C@H]1C(=O)NC1CC1 | 2%
CCn1c(CSc2n[nH]c(-c3ccccc3)n2)nc2cc(S(=O)(=O)N3CCCCC3)ccc21 | -8%
COc1ccc(C2=NOC(Cn3c(=O)c4c(ncn4C)n(C)c3=O)C2)c(OC)c1 (stereo unspecified) | 7%
Cc1cc2oc(=O)cc(CN3CCN(C(=O)C4COc5ccccc5O4)CC3)c2cc1C (stereo unspecified) | 6%
Cc1ccc(-c2noc([C@@H]3C[C@@H](O)CN3Cc3ccc(C(=O)O)cc3)n2)cc1F | -20%[86.2 µM]
CCOc1ccc(N(C)S(=O)(=O)c2ccc3c(c2)C(C)(C)C(=O)N3C)cc1 | 15%
CN(C)c1ccc(C(CNC(=O)c2ccc(C(C)(C)C)cc2)N2CCOCC2)cc1 (stereo unspecified) | -25%
Cc1c(NC(=O)CCSc2nc3c(=O)n(C)c(=O)n(C)c3n2C)cccc1C(F)(F)F | -2%
O=C1CCSc2c1cccc2C(=O)Nc1ccc(F)c(Cl)c1 | -6%
CCOc1cc(=O)n2c(c1C(=O)NCCc1ccc(OC)c(OC)c1)CCCC2 | 13%
COc1ccccc1NC(=O)CCCOc1cc(=O)n(C)c2ccccc12 | -12%
CC(=O)N1CCC(N[C@H]2CC(C)(C)[C@@H]3C[C@@](C)(O)CC[C@]23CCC(=O)NCCN2CCOCC2)CC1 | 9%
CCCCNS(=O)(=O)/C=C/c1cc(C)ccc1CNC(=O)OC(C)(C)C | 22%
CCOc1ccc(NC(=O)Cn2nnc(C(=O)Nc3ccc(OCC)cc3)c2N)cc1 | ?
Cc1ccc(NC(=O)C23CCC(C)(C(=O)[C@H]2Br)C3(C)C)cc1 (stereo partly specified) | 18%
CCc1cccc(N2C(=O)CSC23C(=O)Nc2ccccc23)c1 (stereo unspecified) | -21%
CC(OC(=O)C1=COCCO1)C(=O)Nc1cccc(S(=O)(=O)N2CCOCC2)c1 (stereo unspecified) | 36%[activator]
CCn1cc(C(=O)N(C)c2cc(C)ccc2C)c2cc(OC)c(OC)cc2c1=O | -27%
CCOC(=O)N1CCC(NC(=O)c2cnn(-c3ccccc3)c2C2CCN(C(=O)OC(C)(C)C)CC2)CC1 | -35%
Cc1cc(-c2ccccc2)c2c(n1)sc1c(O)cc(=O)[nH]c12 | ?
CC(=O)c1ccc(NC(=O)Cn2ccn3nc(-c4ccc(F)cc4)c(CO)c3c2=O)cc1 | 4%
CSCCC(NS(=O)(=O)c1ccc2c(c1)oc(=O)n2C)C(=O)N1CCN(c2ccc(F)cc2)CC1 (stereo unspecified) | 5%
CCCOc1ccc(NC(=O)C(=O)NCCCN2CCOCC2)cc1 | 2%
CN1CCN(Cc2nc(C3(O)CCN(C(=O)CC(C)(C)C)CC3)cs2)CC1 | 11%[86.2 µM]
COC[C@@H]1CN(C(=O)Cc2ccccc2Cl)C[C@H]1C(N)=O | -10%
O=C(O)c1ccc(C2CCCCC2)cc1 | -3%
Cc1ccc(CN2CC3(COCC2=O)CN(c2cnccn2)C3)cc1C | i
CCCc1noc(-c2cn(C3CCN(C(=O)c4ccc(OC)c(OC)c4)CC3)nn2)n1 | -13%
CCN(CC)S(=O)(=O)c1ccc(C(=O)Nc2c(C)cc(Br)cc2Cl)cc1 | -14%
CC(C)N(Cc1cn(C)nc1-c1cccc(Cl)c1)CC1CCC(=O)N1 (stereo unspecified) | -12%
CC(=O)c1ccc(NC(=O)O[C@@H]2CO[C@H]3[C@@H]2OC[C@@H]3NC(=O)NCc2ccccc2)cc1 | 21%
CCOc1ccc(C(=O)COC(=O)Cn2cnc3ccccc3c2=O)cc1 | 2%
COCCNC(=O)c1cc(Br)cn2ccnc12 | 40µM*
O=C1CC(c2ccccc2)N(Cc2ccncc2)CCCN(C(=O)C2CCCCC2)CCN1 (stereo unspecified) | -10%
N#Cc1ccc(C(=O)Nc2ccc3ncnc(N4CCCCC4)c3c2)cc1 | -22%
COc1cc(/C=C/[N+](=O)[O-])c2c(c1Br)CCCO2 | ?

Reformatted: 14 of the compounds above
mol	KDM5B inh
Cc1cc(-c2ccccc2)c2c(n1)sc1c(O)cc(=O)[nH]c12	?
CC(=O)c1ccc(NC(=O)Cn2ccn3nc(-c4ccc(F)cc4)c(CO)c3c2=O)cc1	4%
CSCCC(NS(=O)(=O)c1ccc2c(c1)oc(=O)n2C)C(=O)N1CCN(c2ccc(F)cc2)CC1 (stereo unspecified)	5%
CCCOc1ccc(NC(=O)C(=O)NCCCN2CCOCC2)cc1	2%
CN1CCN(Cc2nc(C3(O)CCN(C(=O)CC(C)(C)C)CC3)cs2)CC1	11%[86.2 µM]
COC[C@@H]1CN(C(=O)Cc2ccccc2Cl)C[C@H]1C(N)=O	-10%
O=C(O)c1ccc(C2CCCCC2)cc1	-3%
Cc1ccc(CN2CC3(COCC2=O)CN(c2cnccn2)C3)cc1C	i
CCCc1noc(-c2cn(C3CCN(C(=O)c4ccc(OC)c(OC)c4)CC3)nn2)n1	-13%
CCN(CC)S(=O)(=O)c1ccc(C(=O)Nc2c(C)cc(Br)cc2Cl)cc1	-14%
CC(C)N(Cc1cn(C)nc1-c1cccc(Cl)c1)CC1CCC(=O)N1 (stereo unspecified)	-12%
CC(=O)c1ccc(NC(=O)O[C@@H]2CO[C@H]3[C@@H]2OC[C@@H]3NC(=O)NCc2ccccc2)cc1	21%
CCOc1ccc(C(=O)COC(=O)Cn2cnc3ccccc3c2=O)cc1	2%
COCCNC(=O)c1cc(Br)cn2ccnc12	40µM*

More entries follow:
SMILES | KDM5B inh
Cc1nc2c3c(C)c(C)n(Cc4ccccc4)c3ncn2n1 | ?
C[C@@H](NS(=O)(=O)c1ccccc1)c1onc(-c2ccc(Cl)cc2)c1C(=O)O | 19%[86.2 µM]
O=C1CSc2ccc(C(=O)OCC(=O)c3cccs3)cc2N1 | -23%
CC(=O)N1CCN(c2ncnc3c2CN(c2ccccc2C)C(=O)CN3C)CC1 | 2%
CC(C)N1C[C@H](O)C[C@H]1c1nnc2n1CCN(C(=O)c1cccnc1)CC2 | -20%
CCOCCn1c(N2CCNCC2)nc2c1c(=O)[nH]c(=O)n2C | -19%
Cc1[nH]c2ccccc2c1C(=O)COc1ccc(C(N)=O)cc1 | 14%
O=C(Nc1cccc(-c2nnc3n2CCCC3)c1)c1cc(F)ccc1F | 19%
CCOc1ccc(C2NC(=O)N(CC(=O)NCCc3cccs3)C3=C2C(=O)OC3)cc1 (stereo unspecified) | 7%
CCc1ccc(NC(=O)C2CCn3c(C(=O)c4ccccc4)ccc32)cc1 (stereo unspecified) | 12%
O=C(CCC1CCCC1)N1CCC2(CC1)CC(N(Cc1ccc(F)cc1)C1CC1)CCO2 (stereo unspecified) | -29%
Cc1nc(-c2cccc(NC(=O)c3ccc(-n4cccn4)cc3)c2)cs1 | -2%
CCCN1CCC(N2C[C@@H](CO)[C@H](c3nc(COC)no3)C2)CC1 | 8%
Cc1ccc(-c2noc(CNc3ccccc3F)n2)cc1 | -13%
Cc1cccc(-c2nc3cc(C)ccc3cc2CN2CCN(CCCO)CC2)c1 | 4%

Reprinted from the part before: 2 entries, then new ones.
SMILES | KDM5B inh
Cc1ccc(-c2noc(CNc3ccccc3F)n2)cc1 | -13%
Cc1cccc(-c2nc3cc(C)ccc3cc2CN2CCN(CCCO)CC2)c1 | 4%
O=C([C@@H]1C[C@H](F)CN1S(=O)(=O)c1ccc(Cl)s1)N1CCCCC1 | -9%
CC(/C=C/c1ccccc1)=N\NC(=O)c1cc(C)nc2ccccc12 | -8%
CCn1nc(CC(C)C)cc1C(=O)NCCS(=O)(=O)c1ccc(F)cc1 | 25%
CCOc1cc(/C=C/C(=O)OC(C)C(C)=O)cc(Cl)c1OC (stereo unspecified) | ?
Cc1ccc(S(=O)(=O)NCCOc2nc(N(C)C)nc(N(C)C)n2)cc1 | 25%
Cc1cc(C(=O)N2CCN(c3ccc([N+](=O)[O-])cc3)CC2)c(C)o1 | -6%
Cc1ccc(C)c(CN2CCc3nc(N4CCN(C)CC4)[nH]c(=O)c3CC2)c1 | -3%
CCN1C(=O)CCN(S(=O)(=O)Cc2ccccc2F)CC12CCOCC2 | 22%
CC(C)c1ccc(C(=O)N2C[C@@H](CO)[C@H](c3ccncc3)C2)cc1 | -14%
COc1ccc2[nH]c(C(=O)N3C[C@@H](Oc4cccnc4)C[C@H]3C(=O)N3CCCC3)cc2c1 | i
CN1CC(=O)N(C2CCC2)Cc2c(NC3CCCCC3)ncnc21 | -14%[86.2 µM]
COc1ccccc1-c1cc2c(nc1-c1ccccc1)nc(C(=O)NC1CCN(C)CC1)n2C | 28µM*
N#Cc1ccc(CN2CCCOCCNC(=O)CC2)cc1 | -30%
CCCCc1cc(C[C@@H]2C[C@H](NC(=O)c3ccco3)C2(C)C)no1 | 4%[86.2 µM]
c1ccc2[nH]c(N3CCN(Cc4cc5n(n4)CCCNC5)CC3)nc2c1 | 11%
CN(C)C[C@@H]1CN(Cc2ccccc2)C[C@H]1NC(=O)c1ccco1 | -26%
Cn1cnnc1Sc1ccc(/C=C(\CC(=O)O)c2nc3ccccc3s2)cc1[N+](=O)[O-] | -17%
Cc1ccc(CNC(=O)c2scnc2C)s1 | 13%
COc1ccc(N2CC(NC(=O)/C=C\c3ccccc3)CC2=O)cc1 (stereo unspecified) | ?
c1ccc(C(CCNc2ncncn2)c2ccco2)cc1 (stereo unspecified) | -20%
O=C1CC(c2ccccc2)N(C(=O)CNC(=O)c2ccc(Cn3ccnc3)o2)CCCCCN1 (stereo unspecified) | -19%
CCc1ccc(N2C(=O)CSC23C(=O)N(Cc2cccc(F)c2)c2ccccc23)cc1 (stereo unspecified) | -12%
COc1cc(OC)c(NC(=O)NCc2ccc3c(c2)CCN3C(=O)c2ccccc2)cc1Cl | 7%
COc1ncccc1CN1CCC2(CC1)OC(=O)N(Cc1ccccc1C#N)C2(C)c1ccccc1 (stereo unspecified) | -22%
CC(C)NC(=O)CN(C)CC(O)COc1c(Cl)cccc1Cl (stereo unspecified) | 9%
COc1cccc(CNC(=O)COC(=O)c2nc(Cl)c(Cl)c(Cl)c2Cl)c1 | 8%
O=C(NC1CCCCC1)c1cc(Sc2cccc(Cl)c2)nc2ccccc12 | 7%
CCc1nc(SCc2ccc(OC)c(Br)c2)n[nH]1 | 1%
COc1ccc(CN(CC(=O)NC2CCCC2)C(=O)CCC(=O)Nc2nc(C)cs2)cc1 | 20%
Cc1cc(C)n(CCC(=O)N2CCC(Cc3nncn3-c3ccccc3)CC2)n1 | -2%
Nc1c(-c2ccc(Cl)cc2)cnn1-c1cc(C(F)(F)F)cc(C(F)(F)F)c1 | 24%
COC(=O)c1c(NC(=O)c2cc3nc(-c4ccc(OC)cc4)cc(C(F)(F)F)n3n2)sc2c1CCCC2 | ?
Cc1cc(C)c(NC(=O)CSc2nc(=O)[nH]c3c2CCCC3)c(C)c1 | -4%
COc1ccc(NC(=O)CSc2nnc3c(C)cc4ccccc4n23)cc1 | 5%
CN(CC(=O)Nc1ccccc1Cl)C(=O)CN1C(=O)NC(c2ccccc2)(c2ccccc2)C1=O | -10%
Cc1ccsc1CN1C[C@@H]2C(C(=O)Nc3ccccc3)=NO[C@@H]2C1 | 5%[86.2 µM]
COc1cc(Cl)c(C)cc1-n1cc(C(=O)c2cc(Cl)ccc2O)cc(C#N)c1=O | 8%
COC(=O)[C@@H]1C[C@H](NC(=O)c2cccc(-n3nnnc3C)c2)CN1C | -2%
Cc1cccc(C)c1NC(=O)CN(C)Cc1coc(-c2ccccc2)n1 | -21%
CCC(=O)N1CCN(c2nc3c(s2)CC(C(=O)Nc2ccc(F)cc2C)CC3)CC1 (stereo unspecified) | -17%
O=C(NCc1cccs1)c1cc(C2CC2)nc2onc(C3CCNC3)c12 (stereo unspecified) | ?
COc1ccccc1-c1nnc(C2CCN(C(=O)c3ccc(Cl)cc3)CC2)o1 | -9%
CC(C)(C)c1ccc(C(=O)Nc2ccc(CN3CCS(=O)(=O)CC3)cc2)cc1 | 1%
Cc1cc(C)cc(NC(=O)COc2cccc3c(=O)n(C)ccc23)c1 | -13%
COC(=O)[C@@H]1Cc2c([nH]c3ccccc23)[C@H]2C[C@@H](NCc3cccnc3)C[C@@H](c3ccc(C(F)(F)F)cc3)N21 | ?
O[C@@H]1C[C@@H](c2nc(-c3ccc4c(c3)OCO4)no2)N(CCCc2ccccc2)C1 | ?
O=C(O)C1CC(=O)N(C2CC2)C1 (stereo unspecified) | 20%
O=C(Cn1cccc1-c1nc(-c2ccc(F)cc2)no1)NC1CCCCC1 | -20%
O=C(Nc1ccc(-c2nc3ccccc3o2)cc1)c1cccc(F)c1 | ?
Cc1ccc(NC(=O)N2Cc3[nH]cnc3C[C@H]2c2nc(-c3cccc([N+](=O)[O-])c3)no2)cc1 | -22%
CCc1nc2ccccc2c(C(=O)OC(C)C(=O)NC(N)=O)c1C (stereo unspecified) | 12%
CCCCn1c(=O)[nH]c(=O)c2c1nc(-c1ccccn1)n2CC | ?
Cc1cc(C(=O)O)ccc1-c1ccc(C=C(C#N)C#N)o1 | -1%
